Screens as filed in PubChem BioAssay.
STK33 inh: blocks human STK33 kinase activity; purified STK33, MBP phosphorylation, ADP-Glo luminescence; AID 2661; 320,000 compounds, 0.073% hits; inhibition, % at 10 µM;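 active means inhibition at or above 25%, using the most active replicate where run in duplicate; inactive means inhibition below 25%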
Target sequence (Q9BYT3 whole entry, looked up): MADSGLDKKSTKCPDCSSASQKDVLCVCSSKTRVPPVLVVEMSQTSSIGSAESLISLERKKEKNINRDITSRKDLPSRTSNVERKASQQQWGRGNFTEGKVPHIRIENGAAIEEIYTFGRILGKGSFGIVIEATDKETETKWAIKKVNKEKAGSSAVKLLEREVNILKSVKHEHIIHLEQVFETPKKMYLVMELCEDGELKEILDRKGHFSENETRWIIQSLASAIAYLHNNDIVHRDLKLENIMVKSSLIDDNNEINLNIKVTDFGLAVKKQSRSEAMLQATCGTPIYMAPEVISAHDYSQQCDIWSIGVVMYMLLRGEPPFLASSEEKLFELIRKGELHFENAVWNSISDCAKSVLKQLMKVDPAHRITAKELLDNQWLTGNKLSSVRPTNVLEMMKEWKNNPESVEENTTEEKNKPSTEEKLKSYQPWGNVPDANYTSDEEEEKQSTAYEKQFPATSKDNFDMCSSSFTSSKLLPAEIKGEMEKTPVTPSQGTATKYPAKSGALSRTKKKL
OX1R FRET antag: antagonists of human orexin 1 receptor (OX1R); O43613; OX1R-expressing cells, FRET antagonist read-out; inhibition, % at 6.6 µM; 330,000 compounds, 1.8% hits; AID 485270; in the data active means inhibition mostly above about 38%, no sharp cut-off; inactive means mostly below about 40%;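 further: 0% = agonist challenge alone and 100% = reference antagonist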
Target sequence (O43613 whole entry, looked up): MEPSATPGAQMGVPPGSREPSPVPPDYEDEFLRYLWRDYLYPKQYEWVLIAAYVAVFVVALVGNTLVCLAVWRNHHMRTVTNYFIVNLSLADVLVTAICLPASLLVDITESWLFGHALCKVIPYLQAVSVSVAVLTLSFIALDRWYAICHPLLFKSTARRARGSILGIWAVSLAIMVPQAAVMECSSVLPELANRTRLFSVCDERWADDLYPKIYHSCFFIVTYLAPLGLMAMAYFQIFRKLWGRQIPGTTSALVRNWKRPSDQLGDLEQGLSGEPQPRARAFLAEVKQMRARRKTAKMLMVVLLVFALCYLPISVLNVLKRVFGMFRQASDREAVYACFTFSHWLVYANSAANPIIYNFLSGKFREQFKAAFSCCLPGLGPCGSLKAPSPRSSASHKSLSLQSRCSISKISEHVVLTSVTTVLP
* = called active by the depositor; · = not tested or not shown. Hits appear at their usual frequency; any-hit rate near 1.8%.

SMILES | STK33 inh | OX1R FRET antag
O=C(/C=C/c1ccc(Br)cc1)Nc1ccc(S(=O)(=O)Nc2ncccn2)cc1 | · | 6.1
COc1ccccc1CCNC(=O)CN1C(=O)c2ccccc2S1(=O)=O | -1.4 | 6.7
O=C(Nc1nc2c(F)cc(F)cc2s1)C1CC1 | 0.8 | 2.1
CCn1ccc(C(=O)NC2=C(C#N)CCC2)n1 | -1.8 | 19.5
CCc1ccc(C(=O)NC(=S)Nc2ccccc2N2CCOCC2)cc1 | -0.4 | 29.1
Cc1cc(C)n2nc(SCC(=O)c3cc(C)n(-c4cc(C)on4)c3C)nc2n1 | -1.8 | 2.6
CC(=O)Nc1ccc(OS(=O)(=O)c2ccc(Cl)cc2)cc1 | -1.2 | 33.0
Cc1ccc2nc(-c3ccncc3)cc(C(=O)N3CCOCC3)c2c1 | -1.0 | 13.4
CCC(C)CCN1C(Nc2ccccc2)=NC[C@@H]1CC(C)C (stereo partly drawn) | -0.3 | 16.2
O=C(NCCCN1CCOCC1)c1cc(-c2ccc(O)cc2)on1 | 0.8 | 13.5
O=C(NCc1ccco1)c1cnn2c(C(F)(F)F)cc(-c3ccco3)nc12 | 0.6 | 15.6
COC(=O)CC/C(C)=N\Nc1ccc([N+](=O)[O-])cc1[N+](=O)[O-] | 0.2 | 29.2
COc1ccc(/C=C2\Oc3cc(OCC(=O)N4CC(O)C[C@H]4C(=O)O)ccc3C2=O)cc1OC (stereo partly drawn) | 1.0 | 44.8
CN1CCN(c2ccc(NC(=O)c3ccc(-c4ccc(Cl)cc4)o3)cc2)CC1 | -0.3 | 28.5
Cc1cc(C(=O)CN2C(=O)C(=O)N(CC(C)C)C2=O)c(C)n1C1CC1 | 0.5 | 3.2
CC(OC(=O)C1CC(=O)N(Cc2ccccc2)C1)C(=O)Nc1ccccc1[N+](=O)[O-] (stereo not drawn) | · | 32.7
O=C(NNC(=O)c1ccccc1Br)c1ccc2nc[nH]c2c1 | -0.9 | 17.9
Cc1ccc(OCC(=O)Nc2nnc(S(=O)(=O)N3CCCCC3)s2)cc1 | 0.3 | 0.8
Cc1ccc(OCC(=O)N(C)CC(=O)Nc2ccc(F)c(F)c2F)cc1 | 0.5 | 8.9
O=C(Nc1cccc(Br)c1)c1cccc(OC(=S)N2CCOCC2)c1 | 0.8 | 20.7
Cc1c(C(=O)O)sc2nc(/C=C/c3cccc(F)c3)[nH]c(=O)c12 | 5.4 | 9.7
OCCN(CC#CC(O)(c1ccccc1)C1CCCCC1)CCO (stereo not drawn) | -6.8 | -9.7
Cc1ccc(C(=O)NC2CCCN(c3ccc(C(F)(F)F)cn3)C2)cn1 (stereo not drawn) | -1.1 | 5.8
COc1ccccc1-c1nc(COc2ccc(Cl)cc2Cl)no1 | -1.0 | 10.6
CCN(CC)S(=O)(=O)c1cccc(NC(=O)COC(=O)/C=C/c2cccs2)c1 | -1.3 | 9.1
COc1cccc(OC)c1OCCN(C)C | -1.8 | 9.6
CCc1ccc2[nH]c(=O)c(CN(CCN(C)C)C(=O)Nc3ccccc3OC)cc2c1 | -0.4 | 7.0
CC(CN1CCCCC1)OC(=O)C(C)(c1ccccc1)c1ccccc1 (stereo not drawn) | -1.3 | 15.7
C[n+]1ccc(/C=C/c2ccccc2O)c2ccccc21 | -1.0 | 71.6*
O=S(=O)(Nc1cccc2ncccc12)c1cccs1 | 0.5 | 32.4
COc1ccc2c(c1)C(=O)N(c1ccc(C)cc1C)C(=O)C2(C)C | 0.4 | 15.6
O=C(CCC(=O)Nc1ccc(Cl)cc1Cl)N/N=C/c1ccc([N+](=O)[O-])o1 | -4.2 | 41.0
NC(=O)C1CCN(Cc2nc3c(Br)cc(Br)cc3c(=O)[nH]2)CC1 | · | 9.3
C[C@@H]1ON(C2CCCCC2)[C@H]2c3nc4ccccc4n3C[C@@H]12 | 0.3 | 21.8
O=C(CSc1nc2ncc(Cl)cc2[nH]1)N1CCC(Cc2ccccc2)CC1 | -0.4 | 4.2
COc1ccccc1OCC#CCSc1ncccn1 | -1.7 | 4.7
Cc1ccc(C(=O)NNC(=O)c2ccc(NC(=O)C(C)(C)C)cc2)cc1 | -2.8 | 2.6
Cc1cc(N/N=C/c2ccncc2)c([N+](=O)[O-])cc1[N+](=O)[O-] | -1.1 | 4.8
Cc1noc(C)c1CSCC(=O)Nc1cc(S(=O)(=O)N2CCOCC2)ccc1OC(C)C | -1.3 | 22.2
Cc1ccc(CNC(=O)c2ccccc2NC(=O)C2=CSCCO2)cc1 | 1.0 | 21.7
Cc1cc(C(=O)NC(C)CCC(C)C)c2ccccc2n1 (stereo not drawn) | -1.0 | 14.4
Cc1ccc(N(C)C(=O)C2CCCN2S(=O)(=O)c2cccc3nsnc23)cc1 (stereo not drawn) | 0.4 | 40.0
O=C(c1ccco1)N1CCN(C(=S)Nc2ccc(F)c(Cl)c2)CC1 | 0.2 | 13.1
Cc1nnc(SCC(=O)N(C(C)C)C(C)C)[nH]c1=O | -0.6 | 3.9
Cc1cc(NC(=O)NC(=O)c2ccc(F)cc2F)n[nH]1 | -0.4 | 11.8
N#C/C(=N\Nc1ccccc1)C(=N)N1CCCCCC1 | -0.7 | 12.4
CC(C)NC(=O)c1[nH]nc2c1CCc1ccccc1-2 | 1.6 | ·
CCCc1nc2nc(C)c(NS(=O)(=O)c3ccc(CC(C)C)cc3)c(=O)n2[nH]1 | -1.8 | 10.3
Cc1ccc(S(=O)(=O)/N=C(/Nc2ccc([N+](=O)[O-])cc2[N+](=O)[O-])c2ccccc2)cc1 | -0.5 | 52.0*
O=C(/C=C(O)/C=C/c1ccc(O)cc1)/C=C/c1ccc(O)cc1 | 14.2 | 7.4
Cn1c2c(c(=O)n(C)c1=O)C(CC(=O)Nc1ccccc1)C(=O)N2 (stereo not drawn) | -0.5 | 18.9
COCC(=O)N1CCCC(N(C)CCc2ccc(OC)c(OC)c2)C1 (stereo not drawn) | -0.6 | 5.4
COc1cc(OC)c(OC)cc1C=NCC1(c2ccccc2)CCCC1 | -1.5 | 12.6
Cc1ccc(-n2c(-c3c(-c4ccccc4)noc3C)n[nH]c2=S)cc1 | -2.4 | 12.1
CCOC(=O)C1CCN(C(=O)COC(=O)CNC(=O)c2ccc(OC)cc2)CC1 | -0.7 | 1.3
COc1ccc(S(=O)(=O)Nc2cccnc2)cc1OC | 1.2 | 12.7
COc1ccccc1CNC(=O)CN1CCC(NC(=O)c2ccccc2F)CC1 | 0.5 | -2.7
CC(C)N(C(=O)[C@H]1C[C@H](CC(=O)NCCC2=CCCCC2)C(=O)N2CCc3c([nH]c4cc(CCC(=O)N(C)C)ccc34)[C@]12C)C(C)C | · | 10.8
O=C(CN1CCN(CCN2C(=O)c3cccc4cccc(c34)C2=O)CC1)c1ccc(F)cc1 | -1.0 | 44.6*
CC(CCc1ccccc1)NC(=O)C1CCC1 (stereo not drawn) | -1.1 | 7.2

Four of the entries above in order of their number in OX1R FRET antag, lowest first:
SMILES,STK33 inh,OX1R FRET antag
COc1ccccc1CNC(=O)CN1CCC(NC(=O)c2ccccc2F)CC1,0.5,-2.7
CC(C)N(C(=O)[C@H]1C[C@H](CC(=O)NCCC2=CCCCC2)C(=O)N2CCc3c([nH]c4cc(CCC(=O)N(C)C)ccc34)[C@]12C)C(C)C,·,10.8
O=C(CN1CCN(CCN2C(=O)c3cccc4cccc(c34)C2=O)CC1)c1ccc(F)cc1,-1.0,44.6*
Cc1ccc(S(=O)(=O)/N=C(/Nc2ccc([N+](=O)[O-])cc2[N+](=O)[O-])c2ccccc2)cc1,-0.5,52.0*

Next structures follow:
SMILES | STK33 inh | OX1R FRET antag
CCC(C)n1c(SCC(=O)NC(=O)c2cccn2C)nc2ccccc2c1=O (stereo not drawn) | 0.2 | 17.0
CCOC(=O)c1oc2c(c1C)/C(=N/O)CCC2 | -0.3 | 14.3
C=CCN1C(=O)CN=C1NCc1ccccc1 | 0.2 | 2.1
O=C(Nc1nc2ccc(F)cc2s1)C1CCCO1 (stereo not drawn) | 0.9 | 12.6
COc1cc2[nH]c(=O)c(C(=O)NCCCN3CCOCC3)c(O)c2cc1OC | -0.7 | 8.9
CCN(Cc1ccccc1)S(=O)(=O)c1ccc(C(=O)N(CCCN(C)C)c2nc3c(F)cccc3s2)cc1 | 0.0 | 32.0
CCCC1CCC(=NNC(=O)OC(C)(C)C)CC1 (stereo not drawn) | -2.2 | 19.2
Cc1cc(C)n(C(=O)Cn2nc([N+](=O)[O-])cc2C)n1 | -2.8 | 16.9
Cc1cc(NC(=O)C(C)SCC(=O)Nc2nc3c(F)cc(F)cc3s2)no1 (stereo not drawn) | 11.2 | 19.3
CCN(CC)S(=O)(=O)c1ccc(S(=O)(=O)N2CCN(C(=O)c3ccco3)CC2)cc1 | -0.3 | 5.5
Cc1ccc(C)c(NS(=O)(=O)c2cc(C(=O)N3CCCC3)ccc2Cl)c1 | 0.1 | 15.1
CNC(=S)N(CCc1ccccc1)Cc1cc2cc(OC)c(OC)cc2[nH]c1=O | -0.2 | 18.6
COc1ccc(Cl)cc1C(=O)NNC(=S)NC1CCCC1 | · | 5.6
Cc1ccnc2nc(C(=O)OCCOc3ccc(Cl)cc3)nn12 | -0.6 | 16.5
CCCc1ccc2oc(C(=O)N(C)CCn3ccnc3C)c(C)c2c1 | -0.5 | 19.8
CCOc1ccc(Cl)cc1S(=O)(=O)NCc1ccccn1 | -2.2 | 3.7
Fc1cccc(F)c1CSc1nc2ccccc2[nH]1 | 0.6 | 28.4
O=C(CCCN1C(=O)c2cccc3cccc(c23)C1=O)NCc1ccco1 | 1.7 | 56.9
c1ccc(Cn2c(NCc3ccccn3)nc3ccccc32)cc1 | -1.4 | 30.7
CCC(CC)NC(=O)Cc1ccccc1OC | -0.8 | 10.3
C1=CCC(/C=N/n2cnnc2)CC1 (stereo not drawn) | 0.8 | 25.7
COCCn1c(-c2ccc(OC)cc2)c(-c2ccc(OC)cc2)oc1=O | -1.3 | 12.3
Clc1ccccc1Cn1nnc2c(N3CCOCC3)nc(C3CC3)nc21 | 0.7 | 4.9
Cc1ccc(OCc2nnc(NC(=O)c3cccnc3)s2)cc1 | -1.7 | 8.4

Single records (already shown). Order of screens: STK33 inh	OX1R FRET antag
CCCc1ccc2oc(C(=O)N(C)CCn3ccnc3C)c(C)c2c1 is listed with -0.5	19.8
O=C(CN1CCN(CCN2C(=O)c3cccc4cccc(c34)C2=O)CC1)c1ccc(F)cc1 is listed with -1.0	44.6*
C1=CCC(/C=N/n2cnnc2)CC1 (stereo not drawn) is listed with 0.8	25.7

Back to the main list with the three entries that preceded the break.
SMILES | STK33 inh | OX1R FRET antag
COCCn1c(-c2ccc(OC)cc2)c(-c2ccc(OC)cc2)oc1=O | -1.3 | 12.3
Clc1ccccc1Cn1nnc2c(N3CCOCC3)nc(C3CC3)nc21 | 0.7 | 4.9
Cc1ccc(OCc2nnc(NC(=O)c3cccnc3)s2)cc1 | -1.7 | 8.4
CCN(CC)CCN(Cc1cc2cc3c(cc2[nH]c1=O)OCO3)C(=S)NCCOC | 0.0 | 17.4
O=c1c(-c2ccccc2)coc2c(CN3CCOCC3)c(O)ccc12 | -1.4 | -12.5
COc1ccc(NS(=O)(=O)c2ccc(NC(=O)c3ccc(N(C)S(C)(=O)=O)cc3)cc2)cc1 | -0.7 | 30.2
Cc1cc(C)nc(NC(=O)c2ccc([N+](=O)[O-])o2)n1 | -2.6 | 78.1*
COc1cc(C(=O)NCc2nnc(SCC(=O)c3ccccc3)o2)cc(OC)c1OC | -0.6 | 8.0
O=C(OCn1nnc2ccccc2c1=O)c1cc(-c2ccccc2Cl)nc2ccccc12 | 0.8 | 15.8
CCc1ccc2c(c1)C(O)(CC(=O)c1cccs1)C(=O)N2 (stereo not drawn) | 14.1 | 5.5
Cc1ccc(C2Oc3ccccc3C3=C2C(c2cccs2)n2ncnc2N3)cc1 (stereo not drawn) | · | 25.8
CCc1nnc(NC(=O)CSc2nccn2-c2ccccc2)s1 | -1.7 | 11.7
CN(C)c1cccc2c(S(=O)(=O)Nc3ccccn3)cccc12 | -0.4 | 48.8
COc1cccc(C(C)NC(=O)C2CCCC2)c1 (stereo not drawn) | -0.7 | -1.3
O=C(Nc1ccc(SC(F)F)cc1)c1ccc2c(=O)n3c(nc2c1)CCC3 | 1.2 | -0.9
Cc1cccc(NC(=O)CCS(=O)(=O)c2cccc3nsnc23)c1C | -1.2 | 63.3*
Cc1ccccc1CSc1nnc(NC(=O)C2COc3ccccc3O2)s1 (stereo not drawn) | -0.1 | 16.8
COCCN(Cc1nc2ccccc2c(=O)[nH]1)C(=O)COc1cccc(C(C)=O)c1 | -1.0 | 15.0
Clc1ccc(-n2nnc(-c3cccnc3Cl)n2)cn1 | -0.8 | 22.8
CC(=O)Nc1cc2c(cc1NC(=O)c1cnccn1)OCCO2 | -0.1 | 6.2
CCC12CC3CC(C1)CC(C(=O)NNC(N)=O)(C3)C2 | -4.1 | 6.6
CCN(CC)CCCNC(=O)c1cc(Nc2ccc(OC)cc2OC)nc2ccccc12 | 0.6 | -4.8
C(=N\c1c(-c2ccccc2)nc2n1CCS2)/c1ccccc1 | -2.6 | 8.7
CCCCN(CC)CCNC(=O)c1[nH]c(C)c(C(C)=O)c1C | -0.7 | 4.6
Cc1ccccc1CNC(=O)CN1C(=O)c2ccccc2S1(=O)=O | 0.2 | 3.0
CC(=O)Nc1ccc(S(=O)(=O)Nc2nc3ccccc3nc2Nc2ccccc2)cc1 | -1.1 | 2.2
C=CCn1c(N)c(C(=O)N2CCOCC2)sc1=S | 0.1 | 8.7
Cc1onc(-c2c(F)cccc2Cl)c1C(=O)NCc1ccccn1 | -0.8 | 8.1
Cc1ccc2nc3c(cc2c1)c(NC(=O)c1ccco1)nn3CC(C)C | -2.1 | 10.8
Cc1ccc2c(c1)N(C(=O)CCC(=O)N1CCC(C(N)=O)CC1)CC(C)O2 (stereo not drawn) | -1.2 | -2.6
O=C(Cc1ccccc1[N+](=O)[O-])N1CCN(S(=O)(=O)c2ccccc2)CC1 | -0.9 | 24.3
